ERp5 inh = inhibitors of ERp5-driven insulin aggregation, primary screen, biochemical, turbidity, absorbance 650 nm, single point. Protein disulfide-isomerase A6 (Homo sapiens), Q15084. 90 min. inhibition, % at 9.99 µM. hit rate 0.05% among 350,000. AID 651711, 2012;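 active means mean replicate inhibition above about 25%, with every replicate also reaching it, limit read from the data, passing the limit was not always enough; inconclusive means only one of those two criteria met; inactive means neither criterion met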
Target sequence (Q15084 whole entry, looked up): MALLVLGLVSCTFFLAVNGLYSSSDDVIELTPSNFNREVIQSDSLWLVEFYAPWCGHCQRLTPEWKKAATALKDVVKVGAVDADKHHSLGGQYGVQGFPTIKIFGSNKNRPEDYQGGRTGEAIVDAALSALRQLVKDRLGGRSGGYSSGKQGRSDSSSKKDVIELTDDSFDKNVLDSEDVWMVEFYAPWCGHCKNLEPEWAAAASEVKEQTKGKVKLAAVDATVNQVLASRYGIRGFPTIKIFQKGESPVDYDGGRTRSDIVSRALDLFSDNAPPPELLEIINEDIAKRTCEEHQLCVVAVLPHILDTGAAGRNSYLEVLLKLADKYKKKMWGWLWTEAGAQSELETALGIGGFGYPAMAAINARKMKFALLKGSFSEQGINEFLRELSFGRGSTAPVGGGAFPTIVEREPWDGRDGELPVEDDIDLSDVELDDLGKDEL
ERAP1 inh = human ERAP1 aminopeptidase inhibitors, primary screen, biochemical, single point, plate reader. inhibition, % at 10.7 µM. recombinant ERAP1, Leu-AMC fluorescence, 60 min. Endoplasmic reticulum aminopeptidase 1 (Homo sapiens), Q9NZ08. hit rate 0.15% among 340,000;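 active means mean replicate inhibition of at least 30%, or all replicates individually reaching that 30% level; inactive means mean below 30% and not every replicate reaching it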;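 further: 0% = neutral control wells and 100% = L-leucinethiol positive control wells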
SIRT5 block = SIRT5 desuccinylase inhibitors, primary screen, biochemical, fluorescence imaging, single point, set 5. Purified SirT5, succinyl-peptide AMC, trypsin-coupled fluorescence. AID 652115, 2013. NAD-dependent protein deacylase sirtuin-5, mitochondrial (Homo sapiens), Q9NXA8. hit rate 1.1% among 330,000. inhibition, % at 15 µM; in the data active means inhibition above about 15%; inconclusive means no clear call, values can overlap the other calls
Target sequence (Q9NXA8 whole entry, looked up): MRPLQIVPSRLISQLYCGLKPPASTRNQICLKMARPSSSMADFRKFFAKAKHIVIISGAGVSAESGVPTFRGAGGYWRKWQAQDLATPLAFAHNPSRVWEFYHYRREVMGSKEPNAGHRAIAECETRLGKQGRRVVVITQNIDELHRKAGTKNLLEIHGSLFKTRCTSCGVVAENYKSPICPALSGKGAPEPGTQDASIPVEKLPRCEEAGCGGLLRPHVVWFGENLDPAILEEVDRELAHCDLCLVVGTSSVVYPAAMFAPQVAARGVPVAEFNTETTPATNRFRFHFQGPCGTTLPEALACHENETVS
Casp6 inh = human caspase-6 inhibitors, primary screen, biochemical, VEID-R110 fluorescence, single point, set 2. purified caspase-6, Z-VEID-R110 cleavage fluorescence. inhibition, % at 12.5 µM. hit rate 0.53% among 350,000;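 active means mean inhibition across replicates at least about 35%, with every replicate also reaching that limit, limit read from the data; inconclusive means only one of the two criteria met; inactive means neither criterion met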;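 further: 0% = median of neutral control wells and 100% = no fluorescence left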
Target sequence (P55212 24-179 limits assumed): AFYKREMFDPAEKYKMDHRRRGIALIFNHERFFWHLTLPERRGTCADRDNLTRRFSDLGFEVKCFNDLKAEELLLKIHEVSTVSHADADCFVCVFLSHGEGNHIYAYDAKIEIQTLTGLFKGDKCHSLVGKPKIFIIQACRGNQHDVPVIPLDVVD
Target sequence (P55212 194-293 limits assumed): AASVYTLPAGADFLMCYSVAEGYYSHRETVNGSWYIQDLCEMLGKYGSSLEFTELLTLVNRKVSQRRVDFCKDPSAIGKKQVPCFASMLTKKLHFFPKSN
miR-122 sensor = miR-122 Renilla sensor signal increase in Huh7, primary screen, miR-122 inhibitor project, cell-based, single point, plate reader. Huh7 miR-122 Renilla luciferase sensor, 48 h; neutral wells = 0, positive control = 100. activation (reporter increase), % at 12.5 µM. hit rate 0.3% among 340,000. AID 602342, 2012;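 active means mean replicate activation score at least 90 and every replicate individually at or above 90; inconclusive means only one of the two criteria met; inactive means neither criterion met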;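 further: higher luciferase means less miR-122 activity so hits act as miR-122 inhibitors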
CFTR F508del cor = F508del CFTR correction, initial screen, CFBE line, single point; CFBE cells, YFP halide quenching; stimulated with forskolin plus potentiator P3; % fluorescence drop versus neutral controls; activity (quench increase), % at 7.58 µM; hit rate 0.36% among 350,000;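 active means mean added fluorescence quench of at least 8% versus neutral control, with both replicates also reaching 8%; inconclusive means only one of the mean or replicate conditions met; inactive means mean below 8% and not both replicates reaching 8%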;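 further: cells transiently co-express mutant CFTR-F508del with the halide-sensitive YFP; corrector assay measuring rescue of mutant channel to the surface after 24 h compound exposure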
DENV2 CPE = inhibitors of DENV2 cytopathic effect, primary screen, cell-based, plate reader, single concentration | DENV2-infected cells, cytopathic effect rescue | CPE inhibition, % at 9.99 µM | hit rate 1.7% among 350,000; in the data active means CPE inhibition above about 20%, passing the limit was not always enough; inconclusive means no clear call, values can overlap the other calls; tested in BHK-21 cells;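 further: 0% = median of neutral control wells and 100% = median of positive control wells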
Starred values were filed as active, the others as inactive; ? = inconclusive; nt = not tested or not shown; & = joins results of further samples; [ ] = another dose, or the depositor's remark.

SMILES | ERp5 inh | ERAP1 inh | SIRT5 block | Casp6 inh | miR-122 sensor | CFTR F508del cor | DENV2 CPE
C[C@H]1CN([C@@H](C)CO)C(=O)CCCn2nncc2CO[C@@H]1CN(C)C(=O)Nc1ccc(N2CCCCC2)cc1 | 4&7&-4 | 0&0&1 | -2&-1&-3 | 1&-1&0 | -3 | 6.7&-0.2&-3.4 | 12&-5&-1
CCOc1cccc(C(=O)Nc2ccc3c(c2)OCCO3)c1 | 1 | -3 | -2 | -6 | 5 | -4.7 | 1
C[C@@H]1CN([C@@H](C)CO)C(=O)c2cccc(NC(=O)Nc3ccc4c(c3)OCO4)c2O[C@@H]1CN(C)C(=O)Nc1ccccc1 | nt | nt | nt | nt | -5[16.7 µM] | -0.6 | 5
C[C@@H]1CN([C@@H](C)CO)C(=O)c2cc(NC(=O)CCC(F)(F)F)ccc2O[C@H]1CN(C)S(=O)(=O)c1ccccc1 | 2 | 2 | -6 | 1 | 1[16.7 µM] | -1.1 | 11
CO[C@H]1CN(C)C(=O)c2cc(NC(=O)Nc3cc(F)ccc3F)ccc2OC[C@@H](C)NC[C@@H]1C | -1 | 0 | -1 | -11 | nt | -0.4 | 0
C[C@H](CO)N1C[C@H](C)[C@@H](CN(C)Cc2ccc(C(F)(F)F)cc2)Oc2c(NC(=O)Nc3ccc(C(F)(F)F)cc3)cccc2C1=O | 2 | -3 | 5 | -1 | 70[16.7 µM] | 0.9 | 1
COc1ccc2c(CN3CCOCC3)cc(=O)oc2c1 | -2 | -5 | -1 | -1 | -2 | 2.8 | -19
C[C@@H]1CN([C@@H](C)CO)C(=O)c2cc(NC(=O)NC3CCCCC3)ccc2O[C@@H](C)CCCCO[C@H]1CN(C)Cc1ccncc1 | 3 | -3 | 2 | -3 | 6[16.7 µM] | -1.9 | 3
COc1ccc(CN(C)C[C@@H]2Oc3ccc(NS(=O)(=O)c4ccccc4)cc3C(=O)N([C@H](C)CO)C[C@@H]2C)cc1 | 3 | -2 | 0 | 0 | -7[16.7 µM] | -0.2 | -7
Cc1ccc(C)c(NS(=O)(=O)c2cc(C(=O)NCc3ccncc3)ccc2C)c1 | 3 | 0 | 0 | 1 | 56 | 0.7 | 98*
Cc1cc(C(=O)OCC(=O)Nc2cc(S(=O)(=O)N(C)C)ccc2C)c2ccccc2n1 | 7 | -5 | 1 | 2 | -2 | 0.6 | -5
COc1cccc(CN(C)CC(=O)Nc2cccc3ccccc23)c1 | -1 | -3 | -1 | 3 | 1 | -3.0 | 3
O=C(CN1CCN(c2ccc(F)cc2)CC1)Nc1ccccc1C(=O)NCCc1ccccc1 | 0 | 1 | -14 | 0 | 9 | -2.1 | -5
O=C1c2ccc(Oc3ccc([N+](=O)[O-])cc3)cc2C(=O)N1CCO | 3 | 1 | 6 | -6 | -6 | -0.5 | 9
CC(=O)N1[C@@H]2Cn3c(ccc(C4=CCCC4)c3=O)[C@H]1[C@@H](C(=O)NC1CCC1)[C@@H]2CO | -7 | 0 | -20 | 2 | 4[16.7 µM] | 0.0 | 1
COc1ccc(NC(=O)CN(C)C(=O)C2(c3ccccc3)CCCC2)cc1 | -1 | 4 | -2 | -2 | -16 | 7.2 | -4
CC1CCCN(S(=O)(=O)c2ccc(NC(=O)C3CCN(C(=O)C(C)(C)C)CC3)cc2)C1 (stereo not given) | 4 | 1 | 4 | -12 | -2 | -1.8 | 0
COc1cccc(N2CCN(C3CCCC(C)C3)CC2)c1 (stereo not given) | -2 | 2 | -5 | 1 | 13 | -0.8 | -6
COc1cc(C(=O)NCCN2CCN(C(=O)c3cc(OC)c(OC)c(OC)c3)CC2)cc(OC)c1OC | -4 | -3 | 29* | 0 | 1 | 0.3 | 14
C/C(=N\NC(=O)CCc1ccccc1)C1C(=O)c2ccccc2C1=O | -1 | 4 | -2 | 1 | 0 | -2.1 | nt
NS(=O)(=O)c1ccc(NC(=O)COC(=O)CCC2CCCC2)cc1 | 2 | -5 | -4 | 2 | -3 | 3.7 | 5
O=C(COC(=O)C1CCN(/C=C/C(=O)C(F)(F)F)CC1)Nc1ccccc1 | -4 | 10 | -3 | 5 | nt | nt | 2
C[C@H]1CN([C@@H](C)CO)S(=O)(=O)c2ccc(-c3ccccc3)cc2O[C@@H]1CN(C)S(=O)(=O)c1ccccc1F | -1 | 0 | 13 | -1 | 8[16.7 µM] | 0.3 | -5
Cc1cc(C(=O)NCCc2ccccc2)c2cc(F)ccc2n1 | -1 | -4 | -2 | 10 | nt | -7.0 | 3
COc1ccc(C#Cc2ccc([C@H]3[C@@H](CO)N4C(=O)CN(C(C)=O)C[C@@H]34)cc2)cc1 | 7 | 0 | 1 | -2 | nt | 0.1 | 1

Some values from the list:
CC1CCCN(S(=O)(=O)c2ccc(NC(=O)C3CCN(C(=O)C(C)(C)C)CC3)cc2)C1 (stereo not given) in ERp5 inh → 4
C[C@@H]1CN([C@@H](C)CO)C(=O)c2cc(NC(=O)NC3CCCCC3)ccc2O[C@@H](C)CCCCO[C@H]1CN(C)Cc1ccncc1 in DENV2 CPE → 3

Next part:
SMILES | ERp5 inh | ERAP1 inh | SIRT5 block | Casp6 inh | miR-122 sensor | CFTR F508del cor | DENV2 CPE
Cc1[nH][nH]c(=O)c1/C=N/N1CCOCC1 | 0 | -5 | 1 | 0 | 58 | -3.4 | nt
O=C1c2ccccc2C(=O)N1OS(=O)(=O)c1ccc(F)cc1 | 1 | 7 | 1 | 0 | -5 | -0.3 | -2
C[C@H]1CCCCO[C@@H](CN(C)C(=O)c2ccncc2)[C@@H](C)CN([C@@H](C)CO)C(=O)c2cc(NS(=O)(=O)c3ccc(F)cc3)ccc2O1 | 0 | 1 | 3 | -4 | 6[16.7 µM] | -0.3 | -2
C[C@@H]1CN([C@@H](C)CO)C(=O)c2cc(NS(=O)(=O)c3ccccc3)ccc2O[C@@H](C)CCCCO[C@H]1CN(C)C(=O)c1ccccc1 | -1 | 0 | -3 | 1 | -6[16.7 µM] | 0.8 | -5
CCC(=O)NC1(C(F)(F)F)C(=O)Nc2c1c(=O)[nH]c(=O)n2CC(C)C (stereo not given) | 3 | 4 | 0 | 2 | -5 | 0.0 | -1
Fc1ccccc1-c1nnc2ccc3ccccc3n12 | 6 | 6 | -3 | 3 | 2 | 1.4 | 3
CC=Cc1ccc2n(c1=O)C[C@@H]1[C@@H](CO)[C@H](C(=O)NCC3CC3)N(C(=O)CC3CC3)[C@H]21 (mixture of isomers) | 1 | -1 | -6 | 3 | -3[16.7 µM] | -0.5 | -11
CCOC(=O)/C(C#N)=C(C)/C=C1\Sc2ccccc2N1CC | 7 | 6 | nt | -4 | -5 | -2.1 | -1
Cc1nnc(SCC(=O)NC23CC4CC(CC(C4)C2)C3)s1 | 0 | 3 | 1 | -1 | -5 | 1.1 | 2
COc1cccc(CNc2nc(SC)ncc2CO)c1 | 0 | 2 | -6 | -1 | nt | -1.2 | 1
C=CCNc1ccc(N2C(=O)C3CCC(C)CC3C2=O)cc1[N+](=O)[O-] (stereo not given) | -5 | 5 | 2 | -2 | nt | -1.1 | 3
Cc1ccc(NNC(=O)c2cc(C)on2)c(C)c1 | 3 | nt | nt | 3 | nt | -1.7 | ?
C[C@@H]1CN([C@H](C)CO)C(=O)c2cc(C#CCc3ccccc3)cnc2O[C@H]1CN(C)Cc1cccc(F)c1 | 8 | 0 | 7 | -1 | -4[16.7 µM] | 1.1 | 3
CCOc1ccc(N2C(=O)CC(N3CCN(c4ccccc4OC)CC3)C2=O)cc1 (stereo not given) | 0 | -8 | 2 | -1 | nt | -1.7 | 0
COc1ccccc1C(=O)NCCNC(=O)c1ccc(C)nc1 | 0 | 1 | 0 | -1 | 1 | -0.8 | -6
CCCC#Cc1ccc2c(c1)O[C@H](CN(C)C)[C@H](C)CN([C@H](C)CO)S2(=O)=O | -1 | 2 | 0 | -5 | 45[16.7 µM] | -2.2 | -4
COc1ccc(CCNC(=O)COc2cc(O)c3c(c2)OC(C)(C)CC3=O)cc1OC | 4 | nt | nt | 2 | 2 | 0.3 | nt
CCOC(=O)CC(NC(=O)Cc1cccs1)c1ccccc1Cl (stereo not given) | -1 | 0 | 1 | 7 | nt | -0.8 | -3
Fc1ccc(Nc2c3c(nc4ccccc24)CCC3)cc1 | -9 | -4 | 5 | -1 | 3 | -0.1 | 3
CCc1ccc(C(=O)NNC(=O)CN2C(=O)NC(CC)(c3ccccc3)C2=O)cc1 (stereo not given) | -1 | 2 | -3 | 0 | 11 | 0.2 | -1
COc1ccc(S(=O)(=O)Nc2ccc3c(c2)C(=O)N([C@H](C)CO)C[C@H](C)[C@H](CN(C)S(=O)(=O)c2ccc(Cl)cc2)OCCCC[C@H](C)O3)cc1 | -3 | 0 | 16* | -1 | -8[16.7 µM] | 2.5 | 6
O=C(NNS(=O)(=O)c1ccccc1)c1cnn(-c2ccc(Cl)cc2)c1C(F)(F)F | 0 | 4 | -1 | 1 | nt | 1.4 | 3
Cc1cccc(NC(=O)c2ccc(C)c(S(=O)(=O)N3CCOCC3)c2)n1 | -7 | 1 | 2 | -4 | 1 | -3.1 | 0
CC(C)[C@H](N)C(=O)NC[C@H]1O[C@@H](n2cnc3c(N)ncnc32)[C@H](O)[C@@H]1O | 2 | 4 | -2 | -3 | -7 | 3.0 | -7
CC1(C)Cc2cccc(OCC(=O)Nc3ccc(S(N)(=O)=O)cc3)c2O1 | -2 | 4 | -4 | -4 | -1 | 2.6 | ?

Compound profiles, from the list above. Order of values: ERp5 inh | ERAP1 inh | SIRT5 block | Casp6 inh | miR-122 sensor | CFTR F508del cor | DENV2 CPE
COc1ccc(CCNC(=O)COc2cc(O)c3c(c2)OC(C)(C)CC3=O)cc1OC reads 4 | nt | nt | 2 | 2 | 0.3 | nt
Cc1ccc(NNC(=O)c2cc(C)on2)c(C)c1 reads 3 | nt | nt | 3 | nt | -1.7 | ?

Later entries
SMILES | ERp5 inh | ERAP1 inh | SIRT5 block | Casp6 inh | miR-122 sensor | CFTR F508del cor | DENV2 CPE
CC1=C(C)CC(C(=O)Nc2ccc3c(c2)OCO3)C(C(=O)O)C1 (stereo not given) | -3 | 1 | 0 | 5 | nt | 0.1 | -2
CN(C)C(=O)C[C@@H]1CC[C@H]2[C@@H](COC[C@H](O)CN2C(=O)C2CC2)O1 | 2 | 0 | 1 | 3 | -7[16.7 µM] | 0.3 | 9
CCn1c(=O)ccc2cc([N+](=O)[O-])ccc21 | -2 | -2 | -4 | 0 | nt | 0.7 | -1
COc1ccc(S(=O)(=O)N(C)c2ccc(C(=O)NCc3ccccn3)cc2)cc1OC | 3 | 2 | 1 | -3 | -2 | 0.8 | ?
CN(C)S(=O)(=O)c1ccc(C(=O)OCn2nnc3ccccc3c2=O)cc1 | 4 | 0 | -1 | 0 | 30 | -0.4 | -3
CN(C)C(=O)c1cccc(-c2ccc([C@@H]3[C@@H](CO)N(C(=O)C4CCC4)[C@H]3C#N)cc2)c1 | 6 | 1 | -6 | 3 | nt | -4.3 | -12
CCOC(=O)[C@@H]1CSCCS(=O)(=O)N1C(=O)[C@H](C)NC(=O)OC(C)(C)C | -6 | -4 | -3 | -2 | nt | 0.0 | ?
CCOc1ccccc1NC(=O)Nc1ccc2c(c1)CCC2 | -2 | 1 | 6 | -2 | nt | -0.3 | -6

High-throughput results from PubChem.
